Screening results deposited in PubChem by National Center for Advancing Translational Sciences (NCATS).
RGS4 inhibitor – blocks human RGS4-accelerated GTP hydrolysis. P49798. Transcreener GDP fluorescence polarization, RGS4-accelerated GTP hydrolysis. Potency, µM (doses to about 114 µM), inactives show at the top dose activity change, negative = inhibition, hits mostly inhibitors. 390,000 compounds, 0.039% hits; further: potency means the concentration at half of the fitted maximal effect; on the % scale 0 is the no-effect control and ±100 the full control effect; nearly all actives have a fitted effect of over 75% in size; some results filed as inactive show a strong effect at the top dose
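MLSMR compounds (23 nl, pin-transferred) preincubated 10 min at room temperature with a 500nM (2x) first reagent, then RGS4 at 900nM (2x) plus Transcreener GDP mix added; fluorescence polarization (620/688 nm) read before and after 90 min at 30 °C.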
JMJD2A Tudor inh – blocks the human JMJD2A Tudor domain. O75164. AlphaScreen JMJD2A-Tudor / H3K4me3 peptide binding. Potency, µM (titrated, usually from 114 µM), without a hit: at the highest dose activity change, negative = inhibition, usual class: inhibitors. 390,000 compounds, 4.4% hits. AID 504339; further: potency means the concentration at half of the fitted maximal effect; on the % scale 0 is the no-effect control and ±100 the full control effect; nearly all actives have a fitted effect of over 50% in size
12-LOX inh – blocks human arachidonate 12S-lipoxygenase; purified 12hLO, xylenol orange hydroperoxide absorbance; Potency, µM (doses to about 108 µM), inactives show at the top dose activity change, negative = inhibition, hits mostly inhibitors; 580,000 compounds, 1.1% hits; further: potency means the concentration at half of the fitted maximal effect; on the % scale 0 is the no-effect control and ±100 the full control effect
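Purified human 12hLO (150 nM final) in 25 mM Hepes, 0.01% Triton X-100, pH 7.0 was preincubated 15 min at room temperature with compound. Then 40 uM arachidonic acid was added, 30 min. Hydroperoxide was read by Fe-XO absorbance ratio 573/405 nm.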
GLS inh – blocks human kidney-isoform glutaminase activity; 410,000 compounds, 0.21% hits; AID 624170; Potency, µM (doses to about 45.5 µM), without a hit: at the top dose activity change, negative = inhibition, hits mostly inhibitors; GLS enzymatic activity, qHTS titration; O94925; further: potency means the concentration at half of the fitted maximal effect; on the % scale 0 is the no-effect control and ±100 the full control effect
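Glutamate formation by hKGA was monitored fluorometrically using coupled glutamate oxidase, HRP and Amplex Red. Substrate was added as 1 mM L-glutamine solution; incubation was 30 min at RT after an initial read.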
BAZ2B block – BAZ2B (human) inhibition; AlphaScreen BAZ2B-H3K14Ac peptide displacement; Q9UIF8; 360,000 compounds, 4.4% hits; Potency, µM (series often up to 114 µM), without a hit: at the top dose activity change, negative = inhibition, hits mostly inhibitors; further: potency means the concentration at half of the fitted maximal effect; on the % scale 0 is the no-effect control and ±100 the full control effect; nearly all actives have a fitted effect of over 60% in size
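AlphaScreen displacement of biotin-H3(5-23)K14Ac peptide (50 nM final) from BAZ2B (50 nM final) in PBS pH 7.4, 0.01% Tween-20; complex preformed 30 min RT, then compounds (top 110 uM) 30 min RT, beads 20 min dark.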
G9a inh – G9a (human) methyltransferase inhibition | Potency, µM (highest dose often 102 µM), for the others: at the highest dose activity, negative = inhibition, most hits filed as inhibitors | G9a H3K9 monomethylation, AlphaScreen, 2 h | 350,000 compounds, 8.8% hits | Q96KQ7; further: potency means the concentration at half of the fitted maximal effect; on the % scale 0 is the no-effect control and ±100 the full control effect; nearly all actives have a fitted effect of over 75% in size
Target sequence (Q96KQ7 913-1193 limits assumed): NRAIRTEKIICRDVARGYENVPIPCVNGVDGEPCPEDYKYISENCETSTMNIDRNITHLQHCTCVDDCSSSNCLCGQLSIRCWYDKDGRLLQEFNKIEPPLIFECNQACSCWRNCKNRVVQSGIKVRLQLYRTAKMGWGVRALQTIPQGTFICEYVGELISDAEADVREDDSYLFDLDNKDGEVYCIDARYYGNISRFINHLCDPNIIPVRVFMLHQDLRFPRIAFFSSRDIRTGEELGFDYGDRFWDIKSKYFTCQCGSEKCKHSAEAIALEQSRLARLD
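Methyltransferase reactions run at room temperature for 2 h (20 nM enzyme, 500 nM biotin-H3K9 peptide, 20 uM SAM) after a 15 min compound preincubation; product detected by AlphaScreen beads and anti-H3K9me1 antibody.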
PI4K2A block – blocks human PI4K2A kinase activity | 420,000 compounds, 0.13% hits | activity change, negative = inhibition, % at 76.9 µM | AID 1346378 | purified PI4K2A, ADP-Glo luminescence, 1 h; hits give low values | Q9BTU6; in the data active means activity change below about -50%; inconclusive means mostly about -30% to -49%;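 further: -100% = wells without enzyme as full effect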
Target sequence (Q9BTU6 whole entry, looked up): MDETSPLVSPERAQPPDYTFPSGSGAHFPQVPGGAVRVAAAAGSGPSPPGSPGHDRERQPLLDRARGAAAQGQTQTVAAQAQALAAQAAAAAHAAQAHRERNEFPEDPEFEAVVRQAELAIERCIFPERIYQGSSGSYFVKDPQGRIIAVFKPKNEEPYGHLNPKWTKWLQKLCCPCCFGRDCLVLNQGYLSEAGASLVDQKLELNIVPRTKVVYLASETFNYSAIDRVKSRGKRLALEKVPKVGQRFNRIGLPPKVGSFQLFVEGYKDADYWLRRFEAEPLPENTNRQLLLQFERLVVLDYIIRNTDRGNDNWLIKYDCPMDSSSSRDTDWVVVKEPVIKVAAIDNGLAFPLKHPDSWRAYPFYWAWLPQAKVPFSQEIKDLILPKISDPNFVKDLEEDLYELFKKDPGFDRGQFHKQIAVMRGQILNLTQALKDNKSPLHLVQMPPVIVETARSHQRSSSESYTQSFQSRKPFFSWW
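PI4K2A activity was measured by ADP-Glo luminescence: enzyme (4 ug/mL stock) and phosphatidylinositol (1.2 mM stock) in Tris pH 7.5/MgCl2/EGTA/Triton X-100 buffer were reacted with ATP (300 microM stock) for one hour at ambient temperature.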
ERG Ets-DNA blk – inhibitors of human ERG Ets domain-DNA interaction; P11308; fluorescence polarization, His-ERG Ets domain / labelled DNA; Potency, µM (titrated, usually from 76.9 µM), without a hit: at the highest dose FP activity, negative = inhibition, usual class: inhibitors; 370,000 compounds, 0.028% hits; AID 624246; active means well fitted inhibition curve with a large enough effect in the polarisation, with a control signal flat; inconclusive means small, poorly fitted or top-dose-only effect, or effect the other way, or a change in a side signal; inactive means no such curve, though single readings can be large or run the other way; the % refers to the polarisation;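 further: polarization taken with two DNA probes labelled with fluorescein and Texas red; potency means the concentration at half of the fitted maximal effect; % of control where 0% means no effect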
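His-tagged ERG Ets domain (1 uM in the protein solution; 300mM KCl, 50mM Tris-HCl, 1mM EDTA, 1mM DTT, pH 7.5) received compound, then a probe mix of 5 nM fluorescein-DNA and 100nM Texas-615-DNA. Fluorescence polarization was read for both dyes.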
HP1b chromo inh – blocks HP1-beta chromodomain binding to methylated histone tails; AID 540317; AlphaScreen HP1-beta / biotin-H3K9me3 peptide binding; Potency, µM (doses to about 114 µM), for the others: at the top dose activity change, negative = inhibition, most hits filed as inhibitors; P83916; 390,000 compounds, 0.56% hits; further: potency means the concentration at half of the fitted maximal effect; nearly all actives have a fitted effect of over 70% in size; inactives centre near 23
Target sequence (P83916 whole entry, looked up): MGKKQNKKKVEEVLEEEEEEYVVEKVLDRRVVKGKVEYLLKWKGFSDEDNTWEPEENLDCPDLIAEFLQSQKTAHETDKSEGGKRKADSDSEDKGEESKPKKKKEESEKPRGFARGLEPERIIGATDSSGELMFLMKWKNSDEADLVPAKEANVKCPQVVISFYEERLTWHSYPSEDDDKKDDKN
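Compound inhibition of the preformed complex between 50 nM HP1-beta and 50 nM biotinylated H3K9me3 peptide was read by AlphaScreen. Buffer was PBS pH 7.4 with 0.01% Tween-20. Incubations ran 30 min at room temperature, with 10 ug/mL donor/acceptor beads.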
An asterisk follows results filed as active; ? = inconclusive; nt = not tested or not shown; [ ] = another dose, or the depositor's remark. Unless noted, the call rests on the fitted dose curve; in most records, active means well fitted curve in the direction sought with a large enough effect; inconclusive means small, poorly fitted or top-dose-only effect, or another doubt; inactive means no such curve, though single readings can be large; an effect the other way counts as inactive or inconclusive. These rows are one share of the data; count on the stated rates, not on these rows.

SMILES	RGS4 inhibitor	JMJD2A Tudor inh	12-LOX inh	GLS inh	BAZ2B block	G9a inh	PI4K2A block	ERG Ets-DNA blk	HP1b chromo inh
Oc1ccc(N2CCN(C(c3cccnc3)c3nnnn3Cc3ccccc3)CC2)cc1 (stereo unspecified)	-16.9%	-35.5%	?	72.0%[activator]	-7.8%	?	-3.5	nt	?
Clc1ccc2nc(N3CCN(c4ccccc4)CC3)sc2c1	0.0%[56.9 µM]	-14.5%[57.1 µM]	-11.6%	-0.6%	-4.2%	12.0%[59 µM]	-0.2	-1.2%	50.6%[activator]
CCOC(=O)c1nnn(-c2nonc2N)c1CN(C)C1CCCCC1	-7.4%	-0.4%	27.6%	-5.7%	-25.9%	-8.1%	6.1	4.3%	28.7%
CCc1nnc(NS(=O)(=O)c2ccc(NCc3cc(Cl)cc(Cl)c3O)cc2)s1	-8.0%	?	0.0%	-12.6%	6.4%	64.0%	-0.7	-1.3%	-8.6%
CCC(Oc1ccccc1)C(=O)Nc1cc(-c2ccccc2OC)nn1-c1ccccc1 (stereo unspecified)	-7.7%	-5.2%	-6.1%	-7.1%	4.5%	-1.8%[59 µM]	2.1	-8.4%	29.0%[57 µM]
C=CCNC(=O)C1CC(=O)N(c2ccc(OCC(=O)Nc3ccc(OC)cc3)cc2)C1 (stereo unspecified)	0.0%	10.5%	-3.3%	nt	-6.3%	17.7%[12.7 µM]	2.8	-7.4%	29.1%
CCCOC(=O)c1ccc(NC(=O)CCOc2ccccc2)cc1	6.1%	2.2%	4.4%	0.9%	-1.2%	-21.3%[59 µM]	0.7	-0.1%	58.3%
Cc1cc(-c2ccccc2)c(C#N)c(=S)[nH]1	?	6.31µM*	?	-6.4%	-9.1%	1.26µM*	3.8	-3.4%	79.4µM*
COc1ccc(Cl)cc1C(=O)Nc1sc2c(c1C(=O)OC(C)C)CCCC2	0.4%	3.3%	-9.3%	-12.5%	8.3%	-19.1%[59 µM]	5.2	-1.5%	73.0%[activator]
N/C(CCS(=O)(=O)c1ccc(Cl)cc1)=N\OC(=O)c1ccc(Cl)cc1	11.2%	-15.9%	40.3%[activator]	0.7%	-0.7%	2.0%	5.8	2.5%	41.2%[activator]
CCNC(=O)c1ccc(NC(=O)N2CCCCc3ccccc32)cc1	0.7%	-5.0%	-10.1%	5.5%	0.0%	17.8%[59 µM]	-3.9	-3.3%	34.1%
Cc1cc(NC(=O)c2ccc(Cl)c(Cl)c2)ccc1-c1cc2ccccc2oc1=O	-12.5%	-35.9%	-22.5%	-0.1%	2.6%	-24.1%[59 µM]	0.7	6.6%	12.9%
CCOc1cccc2sc(N(Cc3cccnc3)C(C)=O)nc12	-3.3%	-20.1%	-6.5%	-13.8%	-5.8%	10.7%[59 µM]	0.5	-4.8%	7.0%
COc1ccc(CCNC(=O)CNS(=O)(=O)c2ccc(Cl)cc2)cc1	15.0%	-7.2%	?	2.1%	nt	nt	-0.5	-2.0%	13.3%
COc1ccc(CCNC(=O)C(C)OC(=O)c2ccco2)cc1OC (stereo unspecified)	-7.6%	-4.9%	0.0%	-0.2%	-3.4%	20.7%	2.2	-2.4%	30.3%
Cc1ccc(OCC(=O)N(Cc2ccc(N(C)C)cc2)CC2CCCO2)cc1C (stereo unspecified)	-7.0%	50.1µM*	-10.4%	22.2%	31.6µM*	14.1µM*	-3.1	-0.9%	?
O=[N+]([O-])c1ccc2[nH]c(O)c(N=Nc3ccc(F)cc3)c2c1	-27.8%	-16.4%	-23.1%	0.1%	-20.3%	23.6%	-7.8	5.4%	8.1%
O=C(CN1C(=O)CC(c2ccccc2)=Nc2ccccc21)NCc1ccccc1	12.0%	-4.8%	16.5%	1.5%	-3.9%	-12.5%[59 µM]	0.0	-6.2%	12.5%
CC(OC(=O)c1ccc2ncsc2c1)C(=O)Nc1cccc(Cl)c1 (stereo unspecified)	0.8%	-26.1%	?	?	-0.9%	27.2%[12.7 µM]	0.8	7.8%	5.1%
COc1ccc(/C=C/C(=O)c2ccc(O)cc2)cc1	10.3%	?	-4.1%	4.3%	?	20.8%[59 µM]	-2.6	-3.4%	-4.1%
Cc1ccc(NC(=S)NNC(=S)NCc2ccccc2)cc1	-21.1%	?	-3.7%	47.0%[activator]	-22.9%	?	-4.7	14.3%	-8.8%
Cc1cccc(N2CCN(S(=O)(=O)c3cn(C)c(C)n3)CC2)c1C	7.1%	-16.6%	-12.6%	-13.4%	-8.4%	6.4%[59 µM]	2.9	-1.1%	5.2%[57 µM]
CC(C)OC(=O)c1ccc(NCc2cc(O)ccc2O)cc1Cl	?	10µM*	10µM*	-14.3%	nt	nt	-4.4	nt	39.8µM*
CC1CN(C(=O)/C=C/c2ccc(SC(F)F)cc2)CC(C)O1 (stereo unspecified)	1.9%	-2.8%	nt	-15.4%	2.6%	26.7%	0.9	6.2%	55.7%[activator]
CCOc1ccc(C(=O)Oc2cc(C)[nH]c(=O)c2[N+](=O)[O-])cc1	9.1%	-23.4%	-11.2%	-12.0%	-7.6%	?	-5.8	4.2%	18.9%
Further structures follow.
SMILES	RGS4 inhibitor	JMJD2A Tudor inh	12-LOX inh	GLS inh	BAZ2B block	G9a inh	PI4K2A block	ERG Ets-DNA blk	HP1b chromo inh
CNC(=O)CSc1nnc(-c2ccc3c(c2)OCO3)n1C	19.5%[56.9 µM]	-18.5%	-6.9%	-13.1%	-7.4%	24.5%[12.7 µM]	-2.2	-1.2%	25.1%
CC1=C(C(=O)Nc2ccccc2)C(c2ccco2)n2ncnc2N1 (stereo unspecified)	15.4%	-19.8%	-9.9%	2.6%	-3.8%	19.9%[59 µM]	-3.7	nt	18.6%
NC(=O)C1CCN(C(=O)C(=O)c2cn(CC(=O)N3CCCC3)c3ccccc23)CC1	-18.4%	7.9%	0.0%	-1.2%	-5.2%	14.3%	1.8	-3.9%	25.6%
CCN=c1scc(C)n1/N=C/c1ccc(O)c(O)c1O	?	44.7µM*	?	-16.7%	22.4µM*	5.01µM*	-12.0	-10.6%	?
O=[N+]([O-])c1ccc(O)c(CN2CCCCCC2)c1	-9.8%	-10.3%	-5.4%	7.6%	3.3%	1.1%[0.501 µM]	-6.0	8.2%	11.0%
CCCCN1CC(COC)Oc2cccc(F)c2S1(=O)=O (stereo unspecified)	31.6%	-3.6%	-27.5%	3.6%	nt	nt	-3.1	-2.2%	38.5%
COc1ccc(C(=O)N/N=C(/C)c2cccc(NC(=O)C(F)(F)F)c2)cc1	-10.9%	-14.3%	1.8%	9.3%	5.8%	4.0%[59 µM]	-1.6	-3.2%	6.1%
Cc1ccc(Nc2nnc(SCc3cc(=O)n4cc(C)ccc4n3)s2)cc1	-11.3%	-3.6%	-15.6%	7.7%	-4.6%	14.6%[59 µM]	3.4	-6.0%	36.9%
COC(=O)C1=C(C(=O)OC)[C@@H]2N(C)c3ccc(OC)cc3[C@@]23C[C@@H](C(=O)OC)N=C3N1	-30.8%	-14.7%	-17.8%	14.9%	-20.1%	-49.4%[59 µM]	5.0	-1.8%	16.5%
COc1ccc(NC(=S)N(Cc2ccc(C(=O)O)cc2)Cc2ccc(OC)c(OC)c2)cc1	-47.1%	-0.7%	-26.4%	13.1%	6.9%	-49.0%	-5.6	0.4%	20.1%
Cc1ccc(NC(=O)CN(C)S(=O)(=O)c2cccc3nsnc23)cc1	-10.8%	-9.3%	8.3%	3.7%	5.7%	-30.2%[59 µM]	-3.2	-0.1%	43.3%[activator]
Cn1c(NC(=O)c2ccc(Cl)s2)cc(=O)n(C)c1=O	-24.1%	0.9%	-10.8%	-4.7%	12.7%	18.2%[59 µM]	-3.8	5.5%	24.7%
COc1cc(/C=C(\C#N)c2nc3ccccc3[nH]2)ccc1OCc1ccc(F)cc1	?	-31.7%	-9.7%	3.0%	?	-0.7%[59 µM]	-3.6	-0.9%	25.1%
Cc1ccc(-c2cc(C(=O)Nc3ccc(S(=O)(=O)Nc4nccs4)cc3)c3ccccc3n2)c(C)c1	?	?	6.0%	-7.1%	?	28.2µM*	-3.7	-5.7%	?
O=C(Nc1ccccc1F)c1ccc(COc2ccc(Cl)cc2Cl)o1	27.2%	22.5%	-11.2%	4.9%	23.0%	25.9%[59 µM]	-1.0	-0.8%	54.1%[activator]
COC(=O)c1[nH]c(C)c(/C(O)=C2\C(=O)C(=O)N(CCN(C)C)C2c2cccc(OC)c2OC)c1C (stereo unspecified)	20.1%	-23.8%	0.0%	6.6%	4.2%	-20.0%[59 µM]	0.9	7.2%	20.1%
COc1cc(NC(=O)[C@@H]2CCCN2S(=O)(=O)c2cccc3cccnc23)cc(OC)c1OC	4.6%	-26.9%	-1.3%	-0.8%	5.8%	52.6%[activator][2.33 µM]	4.2	1.6%	32.6%
Cc1cccc(Cc2cnc(N3C(=N)SC(c4ccccc4)C3=O)s2)c1 (stereo unspecified)	-43.5%	-24.1%	5.3%	-2.8%	0.3%	7.1%[59 µM]	1.8	11.5%	25.5%

Part of the list above, limited to ERG Ets-DNA blk and HP1b chromo inh:
compound,ERG Ets-DNA blk,HP1b chromo inh
CC1=C(C(=O)Nc2ccccc2)C(c2ccco2)n2ncnc2N1 (stereo unspecified),nt,18.6%
CCOC(=O)c1nnn(-c2nonc2N)c1CN(C)C1CCCCC1,4.3%,28.7%
